USP1 inh – blocks the human USP1/UAF1 deubiquitinase complex. 0.23% of 390,000 active. AID 743255. recombinant USP1/UAF1, Ub-Rhodamine cleavage fluorescence. O94782. Potency, µM (doses to about 57.1 µM), for the others: at the highest dose activity change, negative = inhibition, actives largely listed as inhibitors; note: potency is the fitted concentration of half-maximal effect; % is set by controls: 0 for no effect and ±100 for the full control effect; nearly all actives have a fitted effect of over 60% in size; inactives centre near -12
Target sequence (O94782 whole entry, looked up): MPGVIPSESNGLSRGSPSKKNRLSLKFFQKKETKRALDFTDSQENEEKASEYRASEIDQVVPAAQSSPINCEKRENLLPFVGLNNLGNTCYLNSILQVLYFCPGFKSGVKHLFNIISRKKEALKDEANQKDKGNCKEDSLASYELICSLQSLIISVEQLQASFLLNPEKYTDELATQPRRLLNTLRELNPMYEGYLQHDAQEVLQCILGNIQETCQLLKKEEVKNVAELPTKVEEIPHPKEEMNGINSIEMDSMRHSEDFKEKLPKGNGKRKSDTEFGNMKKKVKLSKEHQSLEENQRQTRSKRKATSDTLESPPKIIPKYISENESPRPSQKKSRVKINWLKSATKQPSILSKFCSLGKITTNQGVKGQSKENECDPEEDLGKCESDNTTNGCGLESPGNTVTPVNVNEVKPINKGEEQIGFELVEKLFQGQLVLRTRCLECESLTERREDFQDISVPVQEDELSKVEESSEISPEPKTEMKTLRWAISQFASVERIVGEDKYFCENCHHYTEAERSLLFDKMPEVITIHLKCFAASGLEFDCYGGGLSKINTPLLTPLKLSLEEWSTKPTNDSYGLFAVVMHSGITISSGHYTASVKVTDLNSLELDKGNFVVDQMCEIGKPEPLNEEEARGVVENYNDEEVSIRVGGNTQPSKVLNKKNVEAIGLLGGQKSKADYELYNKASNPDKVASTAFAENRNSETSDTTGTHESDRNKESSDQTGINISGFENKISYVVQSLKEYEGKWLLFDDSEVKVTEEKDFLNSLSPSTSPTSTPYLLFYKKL
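USP1/UAF1 complex at 1 nM was preincubated with compound for 15 min at room temperature, then Ub-Rho substrate (150nM final) was added. Fluorescence (480/540 nm) was read kinetically, 6 reads every 60 seconds.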
TrxR1 inh – rat TrxR1 inhibition. O89049. recombinant rTrxR1, NADPH fluorescence consumption, selenite substrate. Potency, µM (highest dose often 114 µM), for inactives: at the top dose activity change, negative = inhibition, most hits filed as inhibitors. 1% of 390,000 active; note: potency is the fitted concentration of half-maximal effect; % is set by controls: 0 for no effect and ±100 for the full control effect; nearly all actives have a fitted effect of over 65% in size
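Rat TrxR1 (90 nM in the dispensed reagent) was pre-reduced with 400 uM NADPH for 5 min at room temperature, then incubated with compound for 15 min. After 400 uM selenite was added, NADPH fluorescence (Ex 340/Em 450 nm) was followed for 8 min.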
GLS inhibitor – inhibitors of human glutaminase (GLS); O94925; GLS enzymatic activity, qHTS titration; Potency, µM (titrated, usually from 45.5 µM), without a hit: at the top dose activity change, negative = inhibition, hits mostly inhibitors; 0.21% of 410,000 active; AID 624170; note: potency is the fitted concentration of half-maximal effect; % is set by controls: 0 for no effect and ±100 for the full control effect
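Assay buffer: 45 mM KH2PO4 pH 8.2, 0.02% Tween-20. hKGA acts on L-glutamine (1 mM solution added); product glutamate is reported by an oxidase/peroxidase Amplex Red coupling, with fluorescence taken at baseline and 30 min.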
PI4K2A inh – PI4K2A (human) kinase inhibition. activity change, negative = inhibition, % at 76.9 µM. Q9BTU6. purified PI4K2A, ADP-Glo luminescence, 1 h; active compounds read low. AID 1346378. 0.13% of 420,000 active; in the data active = activity change below about -50%; inconclusive = mostly about -30% to -49%;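 note: -100% = wells without enzyme as full effect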
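ADP-Glo luminescence measured ADP generated by PI4K2A enzyme (4 ug/mL before mixing) with 1.2 mM PI substrate (pre-mix) and 300 microM ATP (pre-mix). Tris pH7.5 buffer with MgCl2, Triton X-100; 1 h reaction at ambient temperature.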
HP1b binding inh – blocks HP1-beta chromodomain binding to methylated histone tails | P83916 | AlphaScreen HP1-beta / biotin-H3K9me3 peptide binding | Potency, µM (doses to about 114 µM), for the others: top-dose activity change, negative = inhibition, hits mostly inhibitors | 0.56% of 390,000 active | AID 540317; note: potency is the fitted concentration of half-maximal effect; nearly all actives have a fitted effect of over 70% in size; inactives centre near 23
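HP1-beta protein (50 nM final) preincubated 30 min at room temperature with biotinylated H3(1-18)K9me3 peptide (50 nM) in PBS pH 7.4, 0.01% Tween-20, then compound added for 30 min. AlphaScreen streptavidin donor/nickel chelate acceptor beads (10 ug/mL final), 30 min dark, luminescence read.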
TrxR1 substrate – rat thioredoxin reductase 1 substrate activity; O89049; purified TrxR1 substrate turnover, NADPH consumption readout; Potency, µM (series often up to 114 µM), without a hit: top-dose activity change, negative = substrate turnover; 0.01% of 390,000 active; AID 588456; note: potency is the fitted concentration of half-maximal effect; % is set by controls: 0 for no effect and ±100 for the full control effect; nearly all actives have a fitted effect of over 50% in size
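Rat TrxR1, dispensed at 90 nM, was prereduced with 400 uM NADPH (final) for 5 min at ~22 deg C, then incubated with compound 15 min before 400 uM selenite. A first-read NADPH fluorescence drop versus no-compound background flagged substrates.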
PGK inhibitor – T. brucei PGK inhibition; P07378; PGK/GAPDH coupled, Kinase-Glo luminescence, 60 min; Potency, µM (titrated, usually from 57.5 µM), for inactives: at the top dose activity change, negative = inhibition, usual class: inhibitors; 0.043% of 380,000 active; AID 602233; note: potency is the fitted concentration of half-maximal effect; % is set by controls: 0 for no effect and ±100 for the full control effect; nearly all actives have a fitted effect of over 60% in size
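Recombinant glycosomal PGK reaction used 1,3-bisphosphoglycerate generated in-well by GAPDH (100nM final) in 100mM TEA pH 7.6, 5mM MgCl2, 0.01% Tween-20. After 60 minutes at room temperature, ATP was read by Kinase-Glo Plus luminescence end-point.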
IDH1 R132H inh – human IDH1 R132H inhibition; 0.093% of 390,000 active; Potency, µM (titrated, usually from 76.6 µM), for the others: at the highest dose activity change, negative = inhibition, hits mostly inhibitors; IDH1-R132H enzyme, NADPH consumption, diaphorase/resazurin fluorescence; O75874; note: potency is the fitted concentration of half-maximal effect; % is set by controls: 0 for no effect and ±100 for the full control effect; nearly all actives have a fitted effect of over 65% in size
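IDH1-R132H (0.5 ug/mL dispensed) in pH 7.5 Tris buffer was preincubated 30 min with compound, then given a substrate mix of 0.016 mM NADPH and 2 mM alpha-KG for 80 min at room temperature; remaining NADPH was read by diaphorase/resazurin fluorescence.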
Pin1 inhibitor – inhibitors of human Pin1. Pin1 FP peptide displacement, HiFluor488, 10 min. Potency, µM (titrated, usually from 115 µM), for inactives: at the highest dose activity, negative = inhibition, hits mostly inhibitors. 0.009% of 390,000 active. AID 504891; active = well fitted inhibition curve with a large enough effect in the polarisation, with a control signal flat, not every such curve was filed as active; inconclusive = small, poorly fitted or top-dose-only effect, or effect the other way, or a change in a side signal; inactive = no such curve, though single readings can be large or run the other way; the % refers to the polarisation; note: potency is the fitted concentration of half-maximal effect; % is set by controls: 0 for no effect and ±100 for the full control effect
Target sequence (Q13526 whole entry, looked up): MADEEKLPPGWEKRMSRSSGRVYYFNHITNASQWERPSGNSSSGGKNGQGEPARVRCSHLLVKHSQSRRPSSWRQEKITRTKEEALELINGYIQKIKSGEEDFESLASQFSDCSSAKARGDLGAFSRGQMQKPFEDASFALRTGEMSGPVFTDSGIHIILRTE
* = called active by the depositor; i = inactive; u = inconclusive; x = no result given; [ ] = dose if it differs, or a comment. Unless noted, calls come from the whole dose curve; as a rule, active = well fitted curve in the direction sought with a large enough effect; inconclusive = small, poorly fitted or top-dose-only effect, or another doubt; inactive = no such curve, though single readings can be large; an effect the other way counts as inactive or inconclusive.

SMILES | USP1 inh | TrxR1 inh | GLS inhibitor | PI4K2A inh | HP1b binding inh | TrxR1 substrate | PGK inhibitor | IDH1 R132H inh | Pin1 inhibitor
Cc1noc(C)c1C(=O)N1CCCC(C(=O)c2ccc(Cl)cc2)C1 (stereo unspecified) | -9% | 4%[57.1 µM] | -6% | -4 | 34%[activator] | 2%[57.1 µM] | -16% | 0% | -3%
O=C(CSc1ccc2ccccc2n1)NC1CC1 | -11% | 1% | -4% | -5 | 30% | 3% | i | 6% | -3%
CC(=O)N1CCN(CC(=O)Nc2ccccc2Sc2ccc(Cl)cc2)CC1 | -15% | -8% | -9% | -2 | 28% | 2% | -2% | 6% | 14%
CC(=O)Nc1ccc(NC(=O)COC(=O)c2cnccn2)cc1 | -22% | 9% | 0% | 7 | 33% | 3% | -3% | -4% | 0%
COc1ccc(NC(=O)CNC(=O)c2sc3ccccc3c2Cl)c(OC)c1 | -21% | 18% | -9% | 6 | 41%[activator] | 1% | -5% | 6% | -1%
Cc1noc(C)c1S(=O)(=O)Nc1ccc2c(c1)C(=O)N([C@H](C)CO)C[C@H](C)[C@@H](CN(C)Cc1ccc(C(=O)O)cc1)O2 | 3% | 1%[57.1 µM] | 16% | -2 | 39%[activator] | 8%[57.1 µM] | 1% | -12% | 1%
O=C(CCNS(=O)(=O)c1ccc(Cl)cc1)NCc1cccnc1 | -14% | 21% | 4% | 3 | 11% | 8% | -9% | 6% | 0%
CCOc1cc(CNCc2ccc(C(=O)O)cc2)ccc1OC | -3% | -38% | 0% | 0 | 61%[activator] | -19%[57.1 µM] | -1% | 9% | -1%
Cc1nn(-c2ccccc2)c(OC(=O)c2ccccc2F)c1S(=O)(=O)c1ccccc1 | -16% | 1% | -7% | -2 | -2% | -3% | 3% | -10% | 1%
COc1nc(-c2ccccc2)ccc1-c1noc(-c2ccccc2Br)n1 | -7% | -8% | -11% | -1 | 76%[activator] | 3% | -1% | -5% | u
NC(=O)CC[C@H](NC(=O)c1ccc(F)cc1)C(=O)OCC(=O)NCc1ccc(F)cc1 | -10% | 20%[57.1 µM] | 0% | 2 | -9% | 4%[57.1 µM] | -3% | 5% | -5%
O=C(Nc1ccc(S(=O)(=O)N2CCCCC2)cc1)c1ccco1 | -16% | 10% | 4% | -1 | -19% | 3% | -1% | 5% | u
CCCCOc1ncnc2c1[nH]c1ccc(OCC)cc12 | -24% | 24% | -5% | 2 | 16% | 11% | -1% | 1% | -1%
NC(=O)c1ncc(C(F)(F)F)cc1Oc1cccnc1 | -16% | 24%[57.1 µM] | -4% | -1 | -8% | -16%[57.1 µM] | i | 7% | 2%
O=C(CSc1nc(=O)n(CCN2CCOCC2)c2c1CCCC2)Nc1ccc(F)cc1F | -3% | 2% | 8% | 8 | 8% | -6% | 0% | 2% | 1%
CCOc1ccc(-c2onc(C(F)(F)F)c2-c2cscn2)c(O)c1 | -8% | 17% | 0% | -1 | 27% | -3% | -6% | 7% | -3%
COc1cccc(CNC(=O)c2ccc(Cl)c(S(=O)(=O)N3CCOCC3)c2)c1 | -9% | 21% | -1% | -5 | 36% | -1% | -4% | 1% | 8%
CCOC(=O)c1ccc(COC(=O)c2nonc2N)cc1 | -21% | 1%[57.1 µM] | 3% | -5 | 12% | 9%[57.1 µM] | -3% | -1% | -8%
Fc1ccc(N2CCN(c3nc4ccccc4c4nc(-c5cccnc5)nn34)CC2)cc1 | -18% | 5% | -5% | 2 | 25% | 3% | 3% | -15% | -1%
COc1ccc(C(=O)NCc2ccc3c(c2)CCN3C(=O)c2ccc(C)cc2)cc1 | -21% | 10%[57.1 µM] | 7% | 1 | 27% | 2%[57.1 µM] | -1% | 4% | 16%
COc1ccc(CNc2ccc(N3CCOCC3)cc2)cc1 | -22% | -5% | 42%[activator] | -7 | -18% | -1% | 0% | 3% | -2%
CNCc1ccccc1Sc1ccc(O)c(O)c1 | -5% | 32µM* | 1% | 1 | u | -10% | 0% | 17% | u
CCOc1ccc(C(=O)NC(C(=O)NCC2CCCO2)C(C)C)cc1 (stereo unspecified) | 2% | 20% | 4% | 4 | 9% | 2% | 6% | -4% | 1%
COc1cc(C(=S)N2CCOCC2)cc(OC)c1OC(=O)c1ccc(F)cc1 | -7% | 0% | -14% | 0 | u | 3% | i | 0% | 9%

Looked up by structure from the entries so far:
SMILES | USP1 inh | TrxR1 inh | GLS inhibitor | PI4K2A inh | HP1b binding inh | TrxR1 substrate | PGK inhibitor | IDH1 R132H inh | Pin1 inhibitor
COc1cc(C(=S)N2CCOCC2)cc(OC)c1OC(=O)c1ccc(F)cc1 | -7% | 0% | -14% | 0 | u | 3% | i | 0% | 9%
CCCCOc1ncnc2c1[nH]c1ccc(OCC)cc12 | -24% | 24% | -5% | 2 | 16% | 11% | -1% | 1% | -1%
CNCc1ccccc1Sc1ccc(O)c(O)c1 | -5% | 32µM* | 1% | 1 | u | -10% | 0% | 17% | u

Continued:
SMILES | USP1 inh | TrxR1 inh | GLS inhibitor | PI4K2A inh | HP1b binding inh | TrxR1 substrate | PGK inhibitor | IDH1 R132H inh | Pin1 inhibitor
CCOC(=O)COc1ccc(CC)cc1C(=O)c1ccn2nc(-c3ccc(Cl)cc3)cc2n1 | -22% | 27% | 4% | 4 | 8% | 13% | -2% | -12% | 3%
CC(C)CNC(=O)c1cc(-c2ccco2)on1 | -13% | u | 4% | 3 | 8% | 6% | 1% | 0% | 2%
NC(=O)c1c(NC(=O)c2ccc(N3C(=O)CCC3=O)cc2)sc2c1CCCC2 | -11% | u | 5% | -9 | 8% | 5% | -10% | -7% | u
O=C(NCc1ccccc1)c1ccc2c(c1)nc1n2CCCCC1 | -26% | 22%[57.1 µM] | -12% | -2 | 11%[57 µM] | 0%[57.1 µM] | -5% | -3% | -3%
Cc1cc(C)nc(SCC(=O)Nc2ccc3c(c2)OCO3)n1 | -19% | 13% | -1% | -5 | 59%[activator] | 3% | -9% | 0% | -13%
O=C(NCc1ccccc1)C1CCN(S(=O)(=O)c2cc([N+](=O)[O-])ccc2Cl)CC1 | -15% | 15%[57.1 µM] | -1% | 1 | 22% | -21%[57.1 µM] | 0% | 4% | 2%
COC(=O)C1=C(C)N(Cc2ccccc2)C(=NCc2ccccc2)N[C@H]1c1cccc(C(F)(F)F)c1 | -26% | 19% | 2% | -3 | 5% | 3% | -6% | u | -1%
CCC(CO)(CO)N(CC(=O)Nc1ccc(OC)cc1)CC(=O)Nc1ccc(OC)cc1 | -15% | 25% | 0% | -2 | 36% | 5% | -5% | -1% | -7%
O=C(CS(=O)(=O)Cc1ccccc1)N1CCN(c2ccccc2F)CC1 | -11% | -6% | 8% | 1 | 9% | -3% | 9% | -1% | 2%
O=C(Nc1ccccc1N1CCN(C(=O)c2ccc(Cl)cc2)CC1)c1cc(Br)ccc1Cl | -7% | 2% | 6% | 4 | 13% | -7% | -2% | 5% | 3%
CCCCC1=CC2=CC(=O)C(C)(OC(=O)CC)C(=O)C2=CN1c1ccccc1 (stereo unspecified) | u | -28% | -1% | -4 | 3% | 2% | -9% | 11% | u
COc1ccc(-c2cn3c4c(sc3n2)CCCC4)cc1 | -24% | -4% | x | 5 | 28% | 0% | -1% | 2% | 4%
CCOC(=O)N1CCN(C(=O)C2CCN(S(C)(=O)=O)CC2)CC1 | 1% | 26% | 4% | 2 | 10% | 11% | x | -1% | -17%
c1coc(-c2nc3ccccc3nc2-c2ccco2)c1 | -17% | u | u | -12 | 5% | 25% | -2%[11.5 µM] | 2% | u
O=C1NC[C@H](c2ccccc2)OC(=O)[C@@H](Cc2ccc(F)cc2)CC/C=C/C[C@H]1CC(=O)N(CCO)Cc1ccccc1 | -9% | 14% | 13% | -3 | 17% | -5% | -5% | -1% | -1%
O=C(NCc1ccc(N2CCCC2=O)cc1)c1cnccn1 | -14% | 11% | 8% | 11 | 25% | 3%[57.1 µM] | 5% | 0% | -9%
O=C(Nc1ccc(-c2csc(Nc3ccc(Cl)cc3)n2)cc1)c1ccccc1 | -14% | 17% | 1% | -3 | 25% | 1% | -7% | -2% | 1%
Cc1cc(=O)[nH]c(N2CCCCC2)n1 | -13% | -14% | 1% | 2 | 24% | 1% | 1% | -8% | 1%
O=C(Nc1ccccn1)NC1CCS(=O)(=O)C1 (stereo unspecified) | -4% | -3% | 4% | 2 | 31% | -4% | -9% | 9% | -3%
COc1ccc(NC(=O)C2CCN(S(=O)(=O)c3ccc(N4CCCC4=O)cc3)CC2)cc1OC | -22% | 25% | -2% | -4 | 73%[activator] | 8% | i | 3% | -10%
CC(=O)c1cccc(NC(=O)N2CCCC2C(=O)Nc2cccc(C)c2)c1 (stereo unspecified) | -11% | -6% | -7% | -2 | 27% | -4% | -1% | 2% | -9%
CCn1c(SCC(=O)C(C)(C)C)nnc1-c1ccccc1OC | -21% | 6%[57.1 µM] | 4% | -6 | 34% | -9%[57.1 µM] | i | 4% | 0%
O=C(Nc1nnc(-c2ccncc2)o1)c1ccccc1 | -14% | 18%[57.1 µM] | u | -4 | 14% | -6% | -16% | -5% | 2%
CC(=O)N1C[C@H]2CON(C)[C@H]2C[C@H]1c1cccc(-c2ccc(C#N)cc2)c1 | -7% | x | -3% | -10 | x | x | 1% | -4% | x

Screens from PubChem BioAssay.

The list is partial (hit frequency here may not be typical).
